FUS yeast rescue: qHTS for Suppressors of FUS Proteinopathy: Primary screen using FUS-linked yeast assay. actives 0.24% (n = 390,000). S. cerevisiae FUS-expressing, growth rescue, OD600, 24 h. Potency, µM (highest dose often 76.6 µM), without a hit: top-dose growth rescue (activation), most hits filed as activators;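 also: potency is read from the fitted curve at half-maximal effect; plate controls were DMSO vehicle for no effect and reference control for full effect; nearly all actives have a fitted effect of over 55% in size; some results filed as inactive show a strong effect at the top dose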
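Quantitative HTS measuring growth restoration of FUS-toxic yeast. Galactose-induced cells (OD 0.005) were exposed 24hr at 30C to compounds at several concentrations, then absorbance at 600 nm was recorded.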
PI5P4Ka inh: qHTS for Inhibitors of phosphatidylinositol 5-phosphate 4-kinase (PI5P4K); PI5P4Kalpha enzyme, ADP-Glo luminescence, 60 min; stronger effect = lower value; max response, %; actives 1.2% (n = 330,000); AID 652105, 2013; active = max response of -50% or lower; inconclusive = between -30% and -50%; inactive = -30% or higher; also: value at the top dose of about 77 µM; % is scaled to controls: 0 for no effect and ±100 for the full control effect
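Quantitative HTS of the MLSMR library against PI5P4Kalpha with substrate. ATP added last at 5 microM final; room temperature, 60 minutes. Remaining ATP depleted, ADP converted and read as luminescence.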
EPAC1 agonist: qHTS for Agonist of cAMP-regulated guanine nucleotide exchange factor 3 (EPAC1): primary screen | Rap guanine nucleotide exchange factor 3 (Homo sapiens), O95398 | EPAC1 agonist qHTS, biochemical assay; response scale: 100% = response to 6.5 mM cAMP | Potency, µM (series often up to 154 µM), without a hit: top-dose activation, hits mostly activators | actives 0.073% (n = 360,000); also: potency is read from the fitted curve at half-maximal effect; nearly all actives have a fitted effect of over 60% in size
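Read-out is the fluorescence drop as BODIPY-GDP leaves Rap1B (480 nm excitation, 540 nm emission), recorded every 5 minutes over 30 minutes. Reactions held 100 nM EPAC1, 250 nM Rap1B–BODIPY-GDP and 50 uM GDP, with 6.5 mM cAMP setting full activation.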
EPAC1 antagonist: qHTS for Antagonist of cAMP-regulated guanine nucleotide exchange factor 3 (EPAC1): primary screen | EPAC1 GEF assay, Rap1b-BODIPY-GDP exchange fluorescence | Rap guanine nucleotide exchange factor 3 (Homo sapiens), O95398 | actives 0.14% (n = 360,000) | Potency, µM (series often up to 115 µM), without a hit: top-dose activity change, negative = inhibition, actives largely listed as inhibitors;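 also: potency is read from the fitted curve at half-maximal effect; plate controls were vehicle for no effect and positive control for full effect; nearly all actives have a fitted effect of over 50% in size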
PLK1 PBD inh: qHTS for Inhibitors of PLK1-PDB (polo-like kinase 1 - polo-box domain): Primary Screen. Potency, µM, inactives show max response, negative = inhibition, most hits filed as inhibitors. Serine/threonine-protein kinase PLK1 (Homo sapiens), P53350. Plk1 PBD binding of FITC phosphopeptide, fluorescence polarization. AID 720504, 2013. actives 2.8% (n = 360,000); also: potency is read from the fitted curve at half-maximal effect; series mostly up to about 57 µM; % is scaled to controls: 0 for no effect and ±100 for the full control effect; nearly all actives have a fitted effect of over 65% in size
WRN inhibitor: qHTS for Inhibitors of WRN Helicase; actives 0.46% (n = 360,000); WRN helicase unwinding, fluorescent forked duplex, kinetic; AID 651768, 2012; Bifunctional 3'-5' exonuclease/ATP-dependent helicase WRN (Homo sapiens), Q14191; Potency, µM (top dose mostly 114 µM), inactives show at the highest dose activity change, negative = inhibition, hits mostly inhibitors; also: potency is read from the fitted curve at half-maximal effect; % is scaled to controls: 0 for no effect and ±100 for the full control effect; nearly all actives have a fitted effect of over 55% in size
Target sequence (Q14191 whole entry, looked up): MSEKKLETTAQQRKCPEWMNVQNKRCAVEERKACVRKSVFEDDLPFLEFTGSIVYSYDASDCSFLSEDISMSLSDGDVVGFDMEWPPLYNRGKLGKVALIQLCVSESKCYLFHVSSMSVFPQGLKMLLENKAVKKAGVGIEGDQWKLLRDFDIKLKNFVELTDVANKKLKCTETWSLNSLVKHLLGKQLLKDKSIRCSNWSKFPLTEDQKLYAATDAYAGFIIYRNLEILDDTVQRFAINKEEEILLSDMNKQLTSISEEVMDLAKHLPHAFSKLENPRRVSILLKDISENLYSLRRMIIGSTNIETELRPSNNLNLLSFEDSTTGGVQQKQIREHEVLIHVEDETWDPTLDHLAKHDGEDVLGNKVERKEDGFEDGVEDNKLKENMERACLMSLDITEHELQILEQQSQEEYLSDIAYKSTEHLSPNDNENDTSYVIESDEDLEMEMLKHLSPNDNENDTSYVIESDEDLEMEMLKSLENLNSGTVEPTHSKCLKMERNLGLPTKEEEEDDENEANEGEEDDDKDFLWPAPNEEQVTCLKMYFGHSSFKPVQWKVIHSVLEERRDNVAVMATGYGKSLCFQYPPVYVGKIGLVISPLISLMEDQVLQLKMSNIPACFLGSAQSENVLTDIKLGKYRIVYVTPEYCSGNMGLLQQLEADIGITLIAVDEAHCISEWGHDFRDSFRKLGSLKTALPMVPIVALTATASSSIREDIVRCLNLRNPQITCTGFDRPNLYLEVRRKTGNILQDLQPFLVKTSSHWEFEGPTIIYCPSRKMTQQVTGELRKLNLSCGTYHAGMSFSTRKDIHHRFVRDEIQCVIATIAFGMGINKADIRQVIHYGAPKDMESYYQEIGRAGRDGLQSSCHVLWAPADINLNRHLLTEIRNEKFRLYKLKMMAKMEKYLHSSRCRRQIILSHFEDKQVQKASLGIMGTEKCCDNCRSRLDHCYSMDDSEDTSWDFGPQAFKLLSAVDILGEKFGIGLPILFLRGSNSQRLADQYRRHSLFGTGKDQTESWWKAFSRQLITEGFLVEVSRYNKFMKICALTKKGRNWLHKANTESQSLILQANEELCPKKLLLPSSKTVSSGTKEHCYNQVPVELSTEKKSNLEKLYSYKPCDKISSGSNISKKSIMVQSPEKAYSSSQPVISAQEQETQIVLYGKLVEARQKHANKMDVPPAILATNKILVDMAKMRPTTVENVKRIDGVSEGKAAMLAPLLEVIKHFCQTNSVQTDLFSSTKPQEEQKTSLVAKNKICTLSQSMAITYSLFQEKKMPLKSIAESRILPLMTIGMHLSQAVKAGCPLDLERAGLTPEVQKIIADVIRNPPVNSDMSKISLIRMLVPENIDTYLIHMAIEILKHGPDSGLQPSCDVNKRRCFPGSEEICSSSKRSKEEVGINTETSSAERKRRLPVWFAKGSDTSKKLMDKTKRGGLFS
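Kinetic fluorescence helicase assay: unwinding of a quenched forked DNA duplex (100 nM final) with 2 mM ATP final raises red fluorescence (525/598 nm). Compounds sat 15 min at room temperature with 20 nM WRN beforehand.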
IL-2 act: qHTS of IL-2 Activators | IL-2 activation reporter assay, cell-based qHTS; stimulated with anti-CD3/CD4/CD28 beads; in transgenic mouse T cells | activation, % (series mostly up to about 46 µM) | actives 0.065% (n = 360,000); in the data active = activation above about 50%; inconclusive = mostly about 30% to 49%; also: 0% is about no effect
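Quantitative HTS in unstimulated transgenic mouse T cells, with memory T cells as non-tolerant control and PMA/ionomycin as tolerance-bypass control. Compound pretreatment lasted 60 minutes before 18 h bead stimulation; EGFP/DsRed fluorescence read.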
Abeta yeast res: qHTS for compounds that reverse cellular toxicity of Amyloid beta (A-beta) peptide in yeast: Primary Screen | yeast expressing A-beta42, growth rescue, OD600, 48 h; response scale: 0% DMSO, 100% iron-clioquinol control | actives 0.063% (n = 410,000) | AID 1347071, 2019 | Potency, µM (titrated, usually from 46.1 µM), without a hit: at the top dose growth rescue, most hits filed as activators; also: potency is read from the fitted curve at half-maximal effect; nearly all actives have a fitted effect of over 55% in size
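Growth rescue measured by 600 nm absorbance after 48 h yeast culture at 30 C with compound. Values normalized between DMSO and an equimolar ferric chloride plus clioquinol control.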
Active calls of the source: *; u = inconclusive; x = not tested or not shown; & = joins results of further samples; [ ] = remark or other dose. Unless noted, calls follow the shape of the dose curve; as a rule, active = well fitted curve in the direction sought with a large enough effect; inconclusive = small, poorly fitted or top-dose-only effect, or another doubt; inactive = no such curve, though single readings can be large; an effect the other way counts as inactive or inconclusive. Compounds as they come. About 4.1% of those tested had a hit in this group.

no.	SMILES	Abeta yeast res	EPAC1 antagonist	FUS yeast rescue	WRN inhibitor	PI5P4Ka inh	PLK1 PBD inh	IL-2 act	EPAC1 agonist
1	Cc1ccccc1-c1nc2c(s1)CCc1onc(-c3cccc([N+](=O)[O-])c3)c1-2	2%	-4%	-12%	-5%	4	-12%	0.9	3%
2	CC1(C)CC(=O)C(C=NCCC2=CCCCC2)=C(O)C1	-12%	9%	-2%	-2%	x	0%	0.1	-6%
3	COc1ccc(NC2CCCN(C(=O)CCN3CCCO3)C2)cc1 (stereo unspecified)	4%	-14%	0%	7%	-2	-1%	-1.5	9%
4	Cc1ccc(C(=O)O/N=C(\N)c2ccccn2)cc1Cl	-25%	-1%	9%	1%	6	3%	-0.3	10%
5	Cc1cccc(OCC(=O)Nc2ccncc2)c1	3%	2%	7%	-1%	4	-1%	-0.6	2%
6	O=C(Nc1ccccc1F)c1ccncc1	1%	-4%	20%	-3%	-5	3%	-2.5	4%
7	CC(=O)C1CCC2C3CC(O)C4=CC(=O)CCC4(C)C3C(=O)CC12C (stereo unspecified)	5%	3%	0%	6%	-3	-6%	-0.1	6%
8	O=C(Nc1cccc(-n2cnnn2)c1)c1ccccc1Br	-3%	6%	39%	-1%[57.1 µM]	-5	-8%	-3.0	0%
9	OC(CNCc1ccccc1F)COc1cccc2ccccc12 (stereo unspecified)	6%	5%	15%	5%	20	3%	-0.4	-2%
10	O=C(c1ccc2ncsc2c1)N1CCCC(C(F)(F)F)C1 (stereo unspecified)	1%	2%	12%	-3%	-4	-27%	-3.6	5%
11	COc1ccc(C(C(=O)NC(C)(C)C)N(C(=O)CCC(=O)Nc2ccccn2)C2CCCCC2)cc1 (stereo unspecified)	5%	-1%	u	0%	5	-4%	0.1	7%
12	CCC(=O)N(Cc1ccc2c(c1)OCO2)Cc1cc2cc(OC)ccc2[nH]c1=O	21%	6%	-9%	2%	-3	3%	0.0	-1%
13	Cc1ccc(S(=O)(=O)NC2(C(=O)O)CCCC2)cc1	-4%	16%	x	7%	4	2%	-5.1	1%
14	Cc1cccc(C(=O)O/N=C(\N)c2ccccn2)c1	-38%[inhibitor]	-6%	-17%	-1%	u	2%	-2.7	-5%
15	COc1ccc(N=Nc2cc(OC)c(N)cc2OC)cc1	1%	-8%	40%	-10%	-4	-11%	0.0	-5%
16	N#CCC1c2ccccc2CCN1C(=O)Nc1cccc(Cl)c1 (stereo unspecified)	9%	-26%	20%	-10%	x	0%	-3.0	20%
17	COc1ccc(S(N)(=O)=O)cc1C(=O)OCC(=O)N1CC(=O)Nc2ccccc21	-6%	-12%	18%	1%	0	-13%	2.7	6%
18	CCNC(=S)N(Cc1cc2cc(C)cc(C)c2[nH]c1=O)C1CCCC1	8%	1%	x	1%	5	2%	-2.6	-10%
19	C=CCNC(=O)COC(=O)/C=C/c1cccs1	-16%	-15%	-9%	-4%	-1	-8%	-0.1	0%
20	CCOC(=O)C1CCN(C(=O)CN(c2cccc(C(F)(F)F)c2)S(C)(=O)=O)CC1	13%	-9%	47%	-1%	-2	-13%	0.7	1%
21	N#Cc1ccc(-c2nc3ccc(Br)cn3c2Cc2cccc(Cl)c2)cc1	-39%[inhibitor]	u	40%	-10%	-2	-5%	0.6	7%
22	O=C1NC(c2ccc(Br)cc2)=N/C1=C/c1ccco1	0%	-6%	3%	-27%[57.1 µM]	-15	-7%	4.2	1%
23	O=C(CN(CCc1ccccc1)S(=O)(=O)c1ccc(Br)cc1)N/N=C/c1ccc2c(c1)OCO2	5%	-13%	x	-4%	-4	-9%	-0.2	6%
24	Cc1ccc(S(=O)(=O)c2ccc(Oc3cccc(C)c3)cc2)cc1	-1%	-3%	1%	-11%	6	-3%	12	0%
25	O=C(N/C(=C/c1cccnc1)C(=O)N1CCOCC1)c1ccccc1	-2%	-7%	20%	3%	-5	-2%	-3.6	-3%
26	Cc1noc(C)c1S(=O)(=O)N1CCC(C(=O)NCCc2ccc(S(N)(=O)=O)cc2)CC1	-2%	0%	25%	-12%	x	0%	-0.6	8%
27	COc1ccc(NC(=O)C(CC(C)C)NS(=O)(=O)c2ccc3c(c2)CCN3C(C)=O)cc1OC (stereo unspecified)	12%	6%	-3%	-3%	x	-11%	-1.1	2%
28	CC(=O)N(C1=C(N2CCOCC2)C(=O)c2ccccc2C1=O)c1ccc(C(=O)O)cc1	3%	-20%	18%	-2%	-14	u	0.5	-14%
29	CC(NC(=O)c1ccc(OC2CCN(Cc3ccccn3)CC2)cc1)c1nccs1 (stereo unspecified)	13%	2%	6%	-4%	9	-3%	-3.0	-6%
30	Cc1cc(C(=O)OCC(=O)c2cccs2)ccc1[N+](=O)[O-]	6%	-3%	-10%	-1%	3	-4%	-2.5	1%
31	Cc1ccc(N(CC(=O)Nc2ccc(F)cc2)S(=O)(=O)N2CCCC2)cc1	2%	-3%	20%	3%	0	1%	-1.8	2%
32	CCOC(=O)c1ccc(NC(=O)C2CCCN(c3cnccn3)C2)cc1 (stereo unspecified)	-13%&4%	4%	21%&9%	-1%	2	-14%	-1.0	4%
33	Cc1ccc2cc(CN(Cc3cccs3)Cc3nnnn3CC3CCCO3)c(=O)[nH]c2c1C (stereo unspecified)	-10%	8%	23%	-5%	x	-5%	-0.8	6%
34	Cc1ccc(CNC(=O)C2CCN(S(=O)(=O)N3CCC4(CC3)OCCO4)CC2)cc1	-13%	-4%	22%	7%	2	-16%	0.5	-4%
35	O=C(Oc1cccc2c(OC(=O)N3CCOCC3)cccc12)N1CCOCC1	14%	-21%	8%	-5%	1	-4%	-2.4	7%
36	COc1ccc(NC(=O)CSc2nnc(-c3cc(C)[nH]n3)n2N)cc1	8%	8%	-5%	-1%	-1	-10%	-2.5	8%

Values in list order from the list:
EPAC1 antagonist, nos. 25 to 31: -7%, 0%, 6%, -20%, 2%, -3%, -3%

Returning to the listing; the 2 compounds before the break are reprinted first.
no.	SMILES	Abeta yeast res	EPAC1 antagonist	FUS yeast rescue	WRN inhibitor	PI5P4Ka inh	PLK1 PBD inh	IL-2 act	EPAC1 agonist
35	O=C(Oc1cccc2c(OC(=O)N3CCOCC3)cccc12)N1CCOCC1	14%	-21%	8%	-5%	1	-4%	-2.4	7%
36	COc1ccc(NC(=O)CSc2nnc(-c3cc(C)[nH]n3)n2N)cc1	8%	8%	-5%	-1%	-1	-10%	-2.5	8%
37	O=C(NCCN1CCOCC1)c1cccc(S(=O)(=O)N2CCCCC2)c1	1%	-10%	x	-31%	0	-8%	-2.8	2%
38	Cc1ccc(NC(=O)C2COc3ccccc3O2)cc1S(=O)(=O)N1CCCCC1 (stereo unspecified)	-23%	-1%	42%	-5%	1	1%	-0.8	2%
39	CC(C)c1ccc(N2C(=O)CSC23C(=O)N2CCCc4cccc3c42)cc1 (stereo unspecified)	7%	-17%	30%	-5%	x	-9%	5.3	-3%
40	O=C(CSc1nc(-c2ccccc2)nc2ccc(F)cc12)Nc1ccc(C(=O)O)cc1	-9%	u	35%	-21%[57.1 µM]	u	-30%	2.5	1%
41	CC1CCN(C(=O)c2cc3ccccc3cc2O)CC1	8%	-2%	7%	8%	-4	-2%	-0.8	-10%
42	CCOC(=O)c1sc2nc(NC(=O)C3CCCCC3)sc2c1C	-13%	-2%	-13%	-7%	0	-2%	-2.4	-5%
43	O=C(NCC(c1ccco1)N1CCN(c2ccc(F)cc2)CC1)c1ccc2c(c1)OCO2 (stereo unspecified)	-3%	8%	7%	4%	-8	5%	-2.3	-4%
44	NS(=O)(=O)c1cc(C(=O)Nc2ccc3c(c2)CCC3)ccc1Cl	-2%	-23%	3%	-23%	-8	4%	-3.3	5%
45	N#Cc1cnc(SCC(=O)NNC(=O)COc2cccc3ccccc23)nc1N	14%	-1%	17%	-14%[57.1 µM]	6	4%	-0.7	-1%
46	CN(CCc1ccccn1)S(=O)(=O)c1ccc(F)cc1	-5%	3%	-35%	u	-7	-6%	-0.9	-3%
47	Cc1cc([N+](=O)[O-])ccc1NC(=O)c1cncc(Br)c1	10%	9%	x	-8%	5	-7%	1.4	4%
48	COc1ccc(NC(=O)CSc2nc3c(c(=O)n2-c2ccc(F)cc2)SCC3)c(OC)c1	-15%	-7%	-7%	-12%	-2	-7%	5.0	9%
49	CC(Sc1ccccc1)C(=O)N1CCN(S(=O)(=O)c2ccccc2F)CC1 (stereo unspecified)	-9%	27%	x	u	1	-21%	-2.1	7%
50	CCCn1cnc2scc(-c3ccc(OC)cc3)c2c1=O	35%	-14%	4%	-8%	-2	-13%	0.9	0%

2 entries from above, as labelled records:
#28 CC(=O)N(C1=C(N2CCOCC2)C(=O)c2ccccc2C1=O)c1ccc(C(=O)O)cc1
  Abeta yeast res = 3%	EPAC1 antagonist = -20%	FUS yeast rescue = 18%	WRN inhibitor = -2%	PI5P4Ka inh = -14	PLK1 PBD inh = u	IL-2 act = 0.5	EPAC1 agonist = -14%

#15 COc1ccc(N=Nc2cc(OC)c(N)cc2OC)cc1
  Abeta yeast res = 1%	EPAC1 antagonist = -8%	FUS yeast rescue = 40%	WRN inhibitor = -10%	PI5P4Ka inh = -4	PLK1 PBD inh = -11%	IL-2 act = 0.0	EPAC1 agonist = -5%

Compound activity deposited in PubChem BioAssay by National Center for Advancing Translational Sciences (NCATS).
